D1 antagonist: Antagonist of Human D 1 Dopamine Receptor: qHTS; D(1A) dopamine receptor (Homo sapiens), P21728; HEK293 TREx D1 cells, calcium flux, dopamine EC80; active compounds read low; activity change, negative = inhibition, % at 10 µM; 3.2% of 360,000 active; AID 504652, 2011; in the data active = activity change below about -30%; note: % is set by controls: 0 for no effect and ±100 for the full control effect
Target sequence (P21728 whole entry, looked up): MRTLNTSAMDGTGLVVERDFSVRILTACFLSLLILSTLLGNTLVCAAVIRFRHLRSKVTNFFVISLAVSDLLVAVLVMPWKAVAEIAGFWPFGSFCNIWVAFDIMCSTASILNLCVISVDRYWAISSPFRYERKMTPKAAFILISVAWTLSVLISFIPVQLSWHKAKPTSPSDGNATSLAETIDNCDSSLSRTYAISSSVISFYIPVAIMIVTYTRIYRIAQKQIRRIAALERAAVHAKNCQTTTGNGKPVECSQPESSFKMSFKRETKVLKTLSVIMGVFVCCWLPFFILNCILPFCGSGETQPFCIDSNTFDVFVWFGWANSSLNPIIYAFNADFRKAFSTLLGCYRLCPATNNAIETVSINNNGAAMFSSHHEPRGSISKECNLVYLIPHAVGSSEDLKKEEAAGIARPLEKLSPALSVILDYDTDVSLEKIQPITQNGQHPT
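Tetracycline-induced HEK293 T-REx cells with force-coupled D1 receptor were loaded with a no-wash calcium dye. Compound was added after a 10 s baseline and read kinetically for 180 s; EC80 dopamine was then added and calcium flux followed another 180 s.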
Vif-APOBEC3F blk: qHTS for Inhibitors of Vif-A3F Interactions: qHTS; HeLa A3F-eYFP + Vif (tagged APOBEC3F with the HIV-1 protein that degrades it), YFP fluorescence increase; Potency, µM (series often up to 46.1 µM), without a hit: top-dose activity, negative = active; 0.2% of 390,000 active; AID 602313, 2012; note: potency is the fitted concentration of half-maximal effect; % of control where 0% means no effect; nearly all actives have a fitted effect of over 65% in size
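HeLa cells stably expressing A3F-eYFP plus Vif, plated and incubated overnight at 37 deg C, then exposed to compounds overnight at 37 deg C. Blocked degradation read as raised yellow fluorescence (Ex 488/Em 500-530).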
RXFP1 agonist: qHTS Assay for Agonists of the Relaxin Receptor RXFP1. Relaxin receptor 1 (Homo sapiens), Q9HBX9. HEK293T-RXFP1 cAMP TR-FRET, 30 min; response scale: percent of porcine relaxin response, buffer zero. Potency, µM (doses to about 57.5 µM), without a hit: top-dose activation, hits mostly activators. 0.3% of 370,000 active; note: potency is the fitted concentration of half-maximal effect; % is set by controls: 0 for no effect and ±100 for the full control effect; nearly all actives have a fitted effect of over 60% in size; many of its hits are not listed in these tables
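HEK293 cells stably expressing RXFP1, treated 30 min at 37C with compounds plus PDE4 inhibitor Ro 20174; cAMP measured by HTRF TR-FRET. Normalized to buffer and 29 nM porcine relaxin; EC50 by Hill fit.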
Vif-APOBEC3G blk: qHTS for Inhibitors of Vif-A3G Interactions: qHTS. DNA dC->dU-editing enzyme APOBEC-3G (Homo sapiens), Q9HC16. 0.076% of 410,000 active. Potency, µM (highest dose often 46.1 µM), inactives show at the highest dose activity, negative = active, hits mostly inhibitors. HeLa A3G-eYFP + Vif (tagged APOBEC3G with the HIV-1 protein that degrades it), YFP fluorescence, overnight;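 note: potency is the fitted concentration of half-maximal effect; % is set by controls: 0 for no effect and ±100 for the full control effect; nearly all actives have a fitted effect of over 60% in size; hits raise eYFP signal because A3G escapes Vif-driven loss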
Target sequence (Q9HC16 whole entry, looked up): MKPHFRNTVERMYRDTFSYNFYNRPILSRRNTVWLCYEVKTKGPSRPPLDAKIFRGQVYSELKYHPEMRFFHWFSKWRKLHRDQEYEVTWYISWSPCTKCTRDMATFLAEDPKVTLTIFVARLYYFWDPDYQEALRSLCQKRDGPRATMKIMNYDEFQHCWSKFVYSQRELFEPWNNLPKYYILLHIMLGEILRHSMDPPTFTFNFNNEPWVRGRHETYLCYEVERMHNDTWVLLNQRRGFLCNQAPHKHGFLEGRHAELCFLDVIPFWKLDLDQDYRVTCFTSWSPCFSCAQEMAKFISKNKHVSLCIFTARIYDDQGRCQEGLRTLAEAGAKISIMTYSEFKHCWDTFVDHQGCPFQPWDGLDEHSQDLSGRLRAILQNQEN
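Read-out is eYFP fluorescence (Ex 488/Em 500-530) from Vif-expressing HeLa A3G-eYFP cells; more signal means A3G escaped Vif-mediated degradation. Cells plated overnight, compound pinned in, incubated overnight at 37 deg C.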
D1 potentiator: Potentiators of Human D1 Dopamine Receptor: qHTS; D(1A) dopamine receptor (Homo sapiens), P21728; HEK293 TREx D1 cells, calcium flux, dopamine EC20 potentiation; potentiation, % at 10 µM; 0.036% of 360,000 active; AID 504651, 2011; in the data active = potentiation above about 30%; note: 0% is about no effect
D1 agonist: Allosteric Agonists of the Human D1 Dopamine Receptor: qHTS. HEK293 T-REx D1 cells, calcium flux, agonist mode. activation, % at 2 µM. 1% of 360,000 active; in the data active = activation above about 30%; note: 0% is about no effect
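Agonism was scored from calcium flux recorded over 180 s (1 read/s) after pintool compound addition, following a 10-cycle baseline. Cells were inducible force-coupled HEK293 TREx D1, plated overnight at 30 C and loaded with no-wash calcium dye.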
D2 potentiator: HTS Assay for Positive Allosteric Modulators of the Human D2 Dopamine Receptor: Primary Screen for Potentiators; D(2) dopamine receptor (Homo sapiens), P14416; HEK293 T-REx D2, calcium flux, EC20 dopamine potentiation; potentiation, % at 10 µM; 0.34% of 340,000 active;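 active = potentiation over 3 SD above the plate norm, cut at about 30% in these data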; note: 0% is about no effect
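Potentiation of an EC20 dopamine calcium response measured kinetically over 180 s, after a preceding 180 s compound-only read flagging agonists. Cells: inducible Hek293 Trex D2 line, 4000/well, cultured overnight at 30 C before dye loading.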
RXFP1 antag: qHTS Assay for Antagonists of the Relaxin Receptor RXFP1; Relaxin receptor 1 (Homo sapiens), Q9HBX9; HEK293-RXFP1, relaxin-stimulated cAMP HTRF, 30 min; active compounds read low; activity change, negative = inhibition, % at 57.5 µM; 0.59% of 350,000 active;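 active = activity change of -60% or lower, but not beyond a set lower limit; inconclusive = change between -60% and -40%, or beyond the set limit; inactive = change above -40%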; note: % is set by controls: 0 for no effect and ±100 for the full control effect
GRP78 ERSR act: qHTS for Inducers of the Endoplasmic Reticulum Stress Response (ERSR) in Human Glioma: qHTS | U87-MG GRP78 promoter luciferase reporter, 16 h | Potency, µM, without a hit: at the top dose activation, most hits filed as activators | 0.02% of 420,000 active | AID 602332, 2012; note: potency is the fitted concentration of half-maximal effect; series mostly up to about 76 µM; % of control where 0% means no effect; nearly all actives have a fitted effect of over 35% in size
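ERSR induction read as luciferase luminescence (Bright-Glo, 10 min at room temperature) in stably transfected human U87-MG glioma cells exposed to compounds for 16 h, using GRP78 as sensor.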
* = called active by the depositor; ? = inconclusive; nt = not tested or not shown. Unless noted, calls come from the whole dose curve; as a rule, active = well fitted curve in the direction sought with a large enough effect; inconclusive = small, poorly fitted or top-dose-only effect, or another doubt; inactive = no such curve, though single readings can be large; an effect the other way counts as inactive or inconclusive. Not all compounds are listed (hit frequency here may not be typical).

No.	SMILES	D1 antagonist	Vif-APOBEC3F blk	RXFP1 agonist	Vif-APOBEC3G blk	D1 potentiator	D1 agonist	D2 potentiator	RXFP1 antag	GRP78 ERSR act
1	COc1ccc(OC)c(/C=c2\sc3nc(-c4cccs4)nn3c2=O)c1	-5.1	-1.4%	0.8%	1.5%	-5.3	15.9	-0.6	-5.7	-3.7%
2	COc1ccc(C(=O)NCCSCc2cccc(Cl)c2)cc1OC	-10.9	-5.7%	0.9%	8.9%	-13.4	4.3	-1.3	-2.7	-1.7%
3	CCN1CCN(CC(=O)Nc2nc3ccc(C)cc3s2)CC1	-18.4	2.7%	-0.7%	6.3%	-7.3	4.7	-8.3	7.1	-0.1%
4	CCC(=O)NCCc1nc2cc(NC(=O)c3ccc(Cl)cc3)ccc2n1C	0.1	0.7%	-1.4%	7.4%	0.6	3.3	-6.7	9.2	-4.5%
5	CCOC(=O)c1cccc(Nc2c3c(nc4ccccc24)CCC3)c1	-17.2	-1.9%	-0.9%	-12.3%	-0.2	-0.1	-1.2	-21.7	-6.0%
6	CC1=C(C(=O)Nc2ccccc2)C(c2ccc(C(=O)O)cc2)n2ncnc2N1 (configuration not stated)	6.7	-1.6%	1.6%	-4.6%	0.9	1.0	5.3	nt	-0.5%
7	O=C(N/N=C/c1c[nH]c2ccccc12)c1ccn(Cc2ccc(Cl)cc2)n1	-14.8	-1.9%	-0.3%	-1.4%	-6.1	-1.1	1.3	-5.6	-0.9%
8	CC1=CC(C)[C@H](/C=N/n2c(=O)[nH]c3c([nH]c4ccc(Br)cc43)c2=O)C(C)C1 (some centres not stated)	2.1	-23.0%	4.8%	-4.3%	-1.9	1.3	nt	-9.0	-1.1%
9	O=C1C2C3C=CC(C4CC34)C2C(=O)N1/N=C/c1ccc(-c2ccc(F)cc2[N+](=O)[O-])o1 (configuration not stated)	1.6	-2.0%	1.1%	-2.7%	-3.4	3.4	-14.3	-6.6	6.0%
10	COc1cc(Nc2nc(-c3ccccc3)c3cc(C)ccc3n2)cc(OC)c1OC	-7.1	0.7%	2.8%	-6.3%	-2.0	1.2	-11.1	-9.9	-5.0%
11	CCc1c(C)nc(SCC(=O)c2ccc(C)c(C)c2)[nH]c1=O	1.3	0.8%	1.8%	?	-3.8	1.8	nt	-27.9	-0.7%
12	c1ccc(Cn2ncc3c(N4CCCCC4)ncnc32)cc1	14.0	-2.3%	1.4%	-0.6%	-3.1	0.7	-10.6	-16.3	3.2%
13	CCS(=O)(=O)N1CC(=O)N(c2ccc(C)c(C)c2)C(C)(C(=O)NC2CCCCC2)C1 (configuration not stated)	-20.2	-17.2%	0.0%	1.0%	0.8	-2.5	-6.2	1.7	-2.5%
14	O=C(c1coc(=O)c(Br)c1)N1CCOCC1	-9.3	3.6%	1.3%	0.4%	1.1	3.8	nt	7.4	-0.8%
15	CCOC(=O)c1c(C)[nH]c(C)c1S(=O)(=O)NCC(=O)Nc1ccc(CC)cc1	-35.3*	6.4%	1.8%	1.5%	-5.9	5.6	-8.0	nt	-0.8%
16	CC(C)CN(C(=O)COC(=O)c1ccc2ccccc2c1)c1c(N)n(Cc2ccccc2)c(=O)[nH]c1=O	14.3	?	-0.2%	?	0.1	9.2	-6.0	-6.6	-8.3%
17	Brc1ccc(-c2nnc3sc(CNC4CCCC4)cn23)cc1	-12.7	3.1%	?	7.2%	-2.9	1.2	nt	10.5	-2.3%
18	COc1ccccc1N1CCN(c2cc(C)nc3nncn23)CC1	2.1	4.9%	7.7%	6.5%	3.7	-0.9	1.8	7.7	-1.4%
19	O=C(Oc1ccccc1C(=O)N1CCOCC1)c1ccc(F)cc1	-4.9	4.8%	0.7%	-0.9%	4.1	1.5	-3.4	-18.2	-0.2%
20	c1ccc(-c2csc(-c3ccc(-c4csnn4)cc3)n2)cc1	-4.6	0.4%	-0.2%	0.4%	1.4	6.8	8.9	5.7	-0.1%
21	COc1ccc(-c2csc(NC(=O)c3cc(C)on3)c2C#N)cc1OC	0.5	-16.4%	15.9%	-9.0%	-3.9	7.0	3.6	-19.3	0.3%
22	COc1cccc(/C=C/C(=C2\C(=O)N(c3ccccc3)N=C2C)c2ccc(Br)cc2)c1OC	nt	1.2%	nt	0.0%	nt	nt	nt	-19.1	-4.3%
23	Cc1ccc(C)c(-c2nnc(NC(=O)Cc3ccc(F)cc3)o2)c1	-22.1	5.0%	2.9%	-1.1%	-8.0	2.4	-23.9	-0.4	-3.7%
24	Cc1ccc2cc(C3CC(c4cccs4)=NN3S(C)(=O)=O)c(Cl)nc2c1 (configuration not stated)	0.7	-19.1%	4.1%	-6.2%	1.9	3.3	-3.2	-0.1	6.7%
25	COc1ccc(C)cc1NC(=O)c1cc2ccccc2cc1OCC(=O)NCc1ccco1	-14.9	11.6%	1.2%	-1.8%	-6.7	5.9	2.5	-3.4	-6.5%
26	O=C(O)C1CCN(S(=O)(=O)c2cccnc2)CC1	nt	-7.6%	2.4%	-0.3%	nt	nt	nt	-3.8	-1.7%
27	COc1ccccc1C(=O)NC(=S)Nc1ccc(NC(=O)c2cccs2)cc1	-1.2	-26.5%	-0.5%	-10.9%	-4.7	2.8	4.4	-2.3	-4.9%
28	Cc1onc(-c2ccccc2)c1NC(=O)N(CCC#N)Cc1ccccc1	8.4	-11.2%	1.8%	-1.8%	2.4	0.8	-3.2	-10.5	-3.2%
29	CCc1noc(C)c1C(=O)NCCN1C(=O)S/C(=C\c2ccc(OC)cc2)C1=O	-16.4	7.1%	1.2%	0.0%	-3.6	10.4	0.5	-24.2	0.2%
30	COCc1cc(C)nc(SCC(=O)Nc2cccc(C)c2C)c1C#N	-3.2	3.1%	?	0.3%	-0.3	5.9	-9.2	-10.8	2.9%

Reformatted with values under each structure: entries from further up.
Values run as follows: D1 antagonist, Vif-APOBEC3F blk, RXFP1 agonist, Vif-APOBEC3G blk, D1 potentiator, D1 agonist, D2 potentiator, RXFP1 antag, GRP78 ERSR act
#28 Cc1onc(-c2ccccc2)c1NC(=O)N(CCC#N)Cc1ccccc1
    8.4, -11.2%, 1.8%, -1.8%, 2.4, 0.8, -3.2, -10.5, -3.2%
#29 CCc1noc(C)c1C(=O)NCCN1C(=O)S/C(=C\c2ccc(OC)cc2)C1=O
    -16.4, 7.1%, 1.2%, 0.0%, -3.6, 10.4, 0.5, -24.2, 0.2%

(next part)
No.	SMILES	D1 antagonist	Vif-APOBEC3F blk	RXFP1 agonist	Vif-APOBEC3G blk	D1 potentiator	D1 agonist	D2 potentiator	RXFP1 antag	GRP78 ERSR act
31	O=C(NN=Cc1cc(Cl)ccc1[N+](=O)[O-])c1ccco1	nt	13.1%	nt	-3.6%	nt	nt	nt	-6.3	3.4%
32	Cc1nn(C(=O)N2CCCCC2)c(C)c1CN1C(=O)c2ccccc2C1=O	-2.3	0.0%	4.7%	-0.9%	1.4	8.8	18.1	5.9	-2.5%
33	Cc1ccnc(NC(=O)c2cnc(Cl)c(Cl)c2)c1	14.6	1.0%	8.3%	2.2%	nt	4.1	2.2	-7.6	1.4%
34	O=C(NCc1cccc(Cl)c1)c1ccc2nc(N3CCOCC3)sc2c1	-14.9	-0.1%	-1.6%	0.1%	-6.1	3.7	-10.0	nt	3.1%
35	Cc1ccc(N/C(C(Cl)=C(Cl)Cl)=C(/Cl)[N+](=O)[O-])c(C)c1	9.1	-5.6%	-1.0%	-10.1%	-1.1	13.8	6.2	-7.4	?
36	Cc1ccc(N(Cc2cccs2)C(=O)c2ccccc2Cl)cc1	7.7	0.0%	-0.4%	4.4%	2.9	0.5	-9.9	nt	-0.4%
37	O=C(Nc1ccc(C(F)(F)F)cc1)c1cccnc1N1CCOCC1	-6.2	-1.0%	-0.1%	-11.5%	2.4	6.6	-4.1	-0.6	1.7%
38	Cc1ccc(CNC(=O)C2CCN(S(=O)(=O)c3cc(-c4noc(C)n4)ccc3C)CC2)cc1	-8.8	5.7%	0.4%	7.9%	-5.4	4.5	8.4	-3.9	-4.1%
39	Cc1cccc(Cn2nc(C)c(NC(=O)c3ccc(F)cc3)c2C)c1	-6.6	-12.1%	-3.7%	4.3%	-0.1	-0.2	0.4	-0.1	-2.3%
40	CC1=C(C(=O)NC2CCCc3c2cnn3-c2ccc(F)cc2F)OCCO1 (configuration not stated)	-6.9	4.1%	-2.7%	1.5%	2.7	4.1	4.7	4.4	0.5%
41	CC(C)(C)Cc1nnc(NS(=O)(=O)c2ccc([N+](=O)[O-])cc2)s1	-17.5	1.1%	4.4%	-6.8%	-0.9	1.8	-0.9	-13.7	-4.7%
42	COc1ccc(-c2nc3cccc(C)n3c2NCC2CCCO2)cc1O (configuration not stated)	13.5	2.3%	21.6%	1.8%	-2.8	1.3	5.0	30.9	6.6%
43	O=C(CN(Cc1ccccc1)C(=O)CCC(=O)Nc1nccs1)NCc1ccccc1	9.4	-20.1%	1.4%	-0.9%	-2.1	1.7	10.2	5.9	-0.9%
44	Cc1nn(CC(=O)Nc2ccccn2)c(C)c1Br	16.3	0.3%	2.4%	1.8%	-6.1	6.9	10.4	4.5	-3.4%
45	O=C(c1cccc(-c2ccc(O)cc2)c1)N1CCN(c2ccc(F)cc2)CC1	-14.2	-0.7%	-1.8%	-5.5%	-3.7	6.6	-0.6	-4.2	-2.6%
46	O=C(CSc1ccc2nnc(-c3ccccn3)n2n1)Nc1ccc2c(c1)OCCO2	8.6	2.4%	16.4%	2.0%	-1.9	0.2	2.1	nt	-1.7%
47	CCCCN(C)CCNC(=O)c1c[nH]c2ccc(S(=O)(=O)N(CC)CC)cc2c1=O	7.6	-2.1%	3.6%	-5.1%	0.6	1.7	-18.8	-6.0	-5.6%
48	CON(C)c1nc(OCCNC(=O)OCc2ccc(Cl)cc2C)nc(N(C)C)n1	-10.1	1.6%	1.0%	5.2%	-10.3	0.3	17.5	23.8	-1.5%
